# Screening results from PubChem.
# Myeloid diff 2 – compounds promoting myeloid differentiation | ER-HoxA9 myeloid progenitors, lysozyme-GFP differentiation, flow cytometry | 1% of 360,000 active | calls only at 10 µM | AID 624256;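 active = normalized GFP-positive differentiation at or above the plate's own cutoff, the solvent-only control mean plus 3 SD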;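 note: cells exposed to compound for four days before flow analysis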
# NS5 inhibitors – Dengue-2 NS5 methyltransferase inhibitors, primary screen, biochemical, confirmation dose response (AID 588689); Dengue-2 NS5 methyltransferase capping enzyme assay, biochemical; higher % means a stronger effect; inhibition, % at 25 µM, or IC50 in µM where a hit was titrated; 0.3% of 340,000 active; in the data active = a potency from the dose series
# Siah-1 displacement – blockers of Siah-1 interaction with plectin peptide – biochemical, fluorescence polarization, rhodamine-plectin, uHTS, primary screen (AID 1817); Siah-1 / rhodamine-plectin peptide fluorescence polarization; higher % means a stronger effect; displacement, % at 20 µM, or IC50 in µM where a hit was titrated; 0.02% of 290,000 active;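 active = displacement of at least 50% at 20 µM, with a fluorescence ratio check between 0.3 and a set limit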;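 note: plate controls were Siah plus tracer with DMSO for no effect and tracer alone without Siah for full effect; strong numbers were not always called active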
# AID2073 – inhibitors of Mint1-CaV2.2 protein interaction, biochemical, HTRF (AID 2073); HTRF protein-protein interaction, Mint1-CaV2.2; higher % means a stronger effect; inhibition, % at 20 µM, or IC50 in µM where a hit was titrated; 0.19% of 290,000 active; in the data active = inhibition mostly above about 51%, no sharp cut-off; note: some results filed as inactive read as strong as hits
# XIAP antagonists – XIAP antagonists, biochemical, IAP family, fluorescence polarization (AID 1018). displacement, % at 20 µM; hits with a dose series show IC50 in µM. XIAP BIR domain, fluorescence polarization peptide displacement; higher % means a stronger effect. 0.007% of 200,000 active; in the data active = displacement above about 50%; note: a part of the inactive calls stands beside numbers as strong as those of hits
# NOD2 inhibition – NOD2 signaling inhibitors, cell-based, luminescence, uHTS, HEK293 (AID 1566); HEK293 NOD2/NF-kB luciferase reporter, luminescence; higher % means a stronger effect; inhibition, % at 4 µM, or EC50 in µM where a hit was titrated; 0.63% of 290,000 active; note: many of its hits are not listed in these tables
# Hep lipid drop – hepatic lipid droplet formation modulation | AML12 mouse hepatocytes, oleate lipid droplets, BODIPY imaging | AID 1656 | inhibition, % at 6.5 µM | 0.4% of 240,000 active;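 active = lipid droplet intensity inhibited by at least 50%, with more than 500 cells counted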
#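 Material – mouse AML12 hepatocyte cell line, fixed after treatment · Compound dosing – one dose, 6.5 µM compound · Times – compound with oleate, overnight · Measured by – Image-based BODIPY and DAPI two-channel analysis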
# HIV fusion peptide – inhibitors of HIV fusion peptide binding, primary screen, biochemical, uHTS, fluorescence dequenching (AID 1986); 0.3% of 290,000 active; inhibition, % at 20 µM; hits with a dose series show IC50 in µM; cell-free peptide binding, fluorescence dequenching, 30 min; higher % means a stronger effect; in the data active = inhibition mostly above about 52%, no sharp cut-off; inactive = mostly below about 76%; note: some results filed as inactive read as strong as hits
# LYP inhibition – inhibitors of LYP phosphatase, biochemical, fluorescence intensity, uHTS (AID 1779). recombinant LYP phosphatase, fluorescence intensity; higher % means a stronger effect. one-dose inhibition, % at 11.5 µM; IC50 in µM for titrated hits. 0.054% of 290,000 active;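 note: plate controls were vehicle with enzyme for no effect and no enzyme for full effect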
# Hep lipid drop cells 6.5 µM – also measured in Hep lipid drop; calls as there; cell count; measured here: cell count, cytotoxicity flag;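 cells counted across two imaged fields per well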
# Myeloid diff 2 GFP+ MAC1+ % – recorded beside Myeloid diff 2, whose call it bears; GFP+ MAC1+ double positive, %; measured here: differentiation confirmed by MAC1 staining
# Numbers without * were called inactive; i = inactive; nt = not tested or not shown; + = active, no number. Cut-off read from the data, not from the text of the source, unless noted: active = inhibition above about 50%; inactive = the rest.
SMILES,Myeloid diff 2,Myeloid diff 2 GFP+ MAC1+ %,NS5 inhibitors,Siah-1 displacement,AID2073,XIAP antagonists,NOD2 inhibition,Hep lipid drop,Hep lipid drop cells 6.5 µM,HIV fusion peptide,LYP inhibition
O=C(N/C(=C\c1ccccc1)C(=O)N1CCCCC1)c1ccco1,i,0.4,-10.8%,0.4%,3.9%,nt,-12.3%,-6.3,798,-1.1%,-3.3%
CCOC(=O)C1CCN(Cc2c(F)cccc2Cl)CC1,i,0.8,0.0%,6.0%,-3.6%,-1.9%,-0.3%,-6.3,728,0.1%,-9.4%
Cc1nn(-c2ccccc2)c2nc(N)c(C(N)=O)cc12,i,0.7,-7.9%,4.0%,23.3%,nt,-10.7%,-0.2,655,-0.4%,-12.5%
CCn1cc(CN2CCC(n3nccc3NC(=O)CCc3ccccc3)CC2)cn1,i,1.0,0.0%,-5.3%,8.7%,nt,-17.1%,8.7,718,-0.9%,-9.7%
CC(=O)NCCc1nc2cc(NC(=O)c3ccc([N+](=O)[O-])cc3)ccc2n1C,i,0.6,-3.9%,-0.6%,-1.9%,nt,4.0%,3.7,842,-1.1%,-8.0%
Cn1nc(C(=O)NCc2ccccc2Cl)c2c1-c1ccccc1S(=O)(=O)C2,i,2.3,-4.6%,0.4%,1.0%,nt,17.6%,-0.3,658,-0.2%,-4.5%
O=C1c2cccnc2C(O)N1Cc1ccc(F)cc1 (centres undefined),i,0.7,0.8%,0.2%,-3.0%,-7.4%,16.4%,-3.0,734,-1.2%,-6.4%
COc1ccc(N2C(=O)c3cccc4cc(Br)cc(c34)C2=O)cc1,i,0.5,-1.8%,-6.4%,25.8%,-7.7%,-15.1%,-6.6,687,0.0%,-6.3%
Cc1ccc2c(c1)C(C)CC(C)(C)N2C(=O)NC1CCCCC1 (centres undefined),i,2.4,4.8%,1.0%,0.6%,-3.7%,4.2%,nt,nt,6.1%,8.8%
CCn1cc(C2CC(=O)NC2=O)c2ccccc21 (centres undefined),i,0.8,2.9%,-1.1%,16.8%,nt,19.9%,0.7,753,-1.2%,1.0%
COc1ccc(NC(=O)Cn2nnc(C(=O)NCc3cccc(OC)c3)c2N)cc1,i,0.8,-6.1%,-0.1%,7.9%,-3.0%,13.1%,nt,nt,-0.4%,3.1%
CC1(C)CC(=O)C2=C(C1)NC(=O)NC2c1ccc(Cl)cc1 (centres undefined),i,0.3,1.7%,1.1%,0.8%,nt,3.5%,-1.9,804,-1.5%,-3.1%
CC1CC(=O)C2=C(C1)Nc1ccccc1N(C(=O)COc1ccccc1)C2c1ccco1 (centres undefined),+,0.8*,-6.4%,0.6%,-2.3%,-2.3%,14.7%,-20.7,744,0.6%,-4.6%
COc1ccc(-n2nc3c(c2NC(C)=O)CS(=O)(=O)C3)cc1,i,0.5,-5.4%,5.5%,15.5%,nt,0.1%,-0.7,761,1.9%,-0.7%
Cc1cc(C)cc(NC(=O)CSc2nnc(-c3ccccc3C)o2)c1,i,3.7,-4.1%,-5.8%,-0.1%,-7.6%,-50.3%,nt,nt,-0.4%,2.3%
COc1ccc(N2CCN(C(=O)c3cccc(Cn4cc(Cl)cn4)c3)CC2)cc1,i,4.3,1.4%,0.7%,-11.1%,-7.9%,-6.3%,-2.7,721,-1.5%,1.9%
CCOC(=O)c1ccc(Nc2cc(C)nc(-c3ccccc3O)n2)cc1,i,0.9,-5.2%,-5.0%,24.7%,-5.3%,12.9%,30.8,746,-1.0%,0.4%
COc1cc(C(=O)OCC(=O)Nc2c(F)cccc2F)cc(OC)c1C,i,0.2,-2.5%,-5.5%,24.5%,-6.8%,15.0%,-0.9,717,1.0%,-8.8%
O=C(c1cccc(-n2cnnn2)c1)N1CCOCC1,i,7.3,-2.8%,1.7%,14.8%,-6.1%,12.7%,5.9,701,2.7%,-4.9%
COc1ccc(N(CC(=O)NCCSCc2ccco2)S(=O)(=O)c2ccccc2)cc1Cl,nt,nt,-2.9%,-0.7%,15.4%,nt,-10.4%,-10.5,861,4.3%,-3.5%

# Sorted by count of non-hydrogen atoms (rising): some entries from above.
SMILES,Myeloid diff 2,Myeloid diff 2 GFP+ MAC1+ %,NS5 inhibitors,Siah-1 displacement,AID2073,XIAP antagonists,NOD2 inhibition,Hep lipid drop,Hep lipid drop cells 6.5 µM,HIV fusion peptide,LYP inhibition
O=C1c2cccnc2C(O)N1Cc1ccc(F)cc1 (centres undefined),i,0.7,0.8%,0.2%,-3.0%,-7.4%,16.4%,-3.0,734,-1.2%,-6.4%
Cc1nn(-c2ccccc2)c2nc(N)c(C(N)=O)cc12,i,0.7,-7.9%,4.0%,23.3%,nt,-10.7%,-0.2,655,-0.4%,-12.5%
Cn1nc(C(=O)NCc2ccccc2Cl)c2c1-c1ccccc1S(=O)(=O)C2,i,2.3,-4.6%,0.4%,1.0%,nt,17.6%,-0.3,658,-0.2%,-4.5%
COc1ccc(NC(=O)Cn2nnc(C(=O)NCc3cccc(OC)c3)c2N)cc1,i,0.8,-6.1%,-0.1%,7.9%,-3.0%,13.1%,nt,nt,-0.4%,3.1%
COc1ccc(N(CC(=O)NCCSCc2ccco2)S(=O)(=O)c2ccccc2)cc1Cl,nt,nt,-2.9%,-0.7%,15.4%,nt,-10.4%,-10.5,861,4.3%,-3.5%

# Additional entries.
SMILES,Myeloid diff 2,Myeloid diff 2 GFP+ MAC1+ %,NS5 inhibitors,Siah-1 displacement,AID2073,XIAP antagonists,NOD2 inhibition,Hep lipid drop,Hep lipid drop cells 6.5 µM,HIV fusion peptide,LYP inhibition
C=CCOC(=O)/C(=C\C=C\c1ccccc1)NC(=O)c1ccccc1,i,0.4,-2.5%,7.3%,3.2%,0.5%,3.4%,-13.1,590,4.5%,1.4%
COc1ccc(C2C(=O)c3ccccc3C2=O)cc1,i,1.3,0.8%,-2.7%,21.7%,-4.7%,5.9%,2.4,701,0.3%,-0.2%
N#Cc1c(NC(=O)CSc2nnc(-c3ccccc3O)n2-c2ccccc2)sc2c1CCCC2,i,0.5,4.7%,-9.6%,-11.2%,-5.6%,-14.2%,8.9,776,0.4%,-2.6%
COC(=O)COc1cccc(NC(=O)c2cc(OC)cc(OC)c2)c1,i,0.0,-7.8%,8.7%,1.2%,-1.6%,9.5%,-11.2,707,-1.0%,-5.8%
CCOC(=O)c1cnn2c(C(F)(F)F)cc(-c3ccccc3)nc12,i,1.1,-3.5%,4.2%,5.2%,3.7%,2.4%,nt,nt,5.4%,-5.1%
COCCn1c(SCC(=O)N(C)C2CCS(=O)(=O)C2)nc2ccccc2c1=O (centres undefined),i,0.9,-5.2%,-6.2%,-11.3%,2.6%,-7.8%,0.6,717,0.1%,-4.3%
Nn1c(SCC(=O)N2CCN(S(=O)(=O)c3ccc(Cl)cc3)CC2)nnc1-c1cccs1,i,1.8,-0.7%,-3.3%,6.6%,-7.5%,24.7%,8.9,795,1.4%,-5.9%
CCOc1ccccc1/C=C(/NC(=O)c1ccccc1)C(=O)NC(C)c1ccccc1 (centres undefined),i,2.6,-5.2%,-6.6%,-7.8%,-7.0%,13.1%,-15.0,541,0.0%,-7.4%
CCc1sc(C(=O)NCc2ccco2)cc1Br,i,0.4,-4.1%,-4.0%,9.8%,nt,-7.3%,4.3,803,0.3%,-4.8%
CCOc1cc(C(=O)Nc2ccc3c(c2)OCO3)ccc1OC(F)F,i,6.8,-1.4%,-3.0%,-3.6%,1.1%,-4.8%,nt,nt,-2.9%,-5.6%
COc1cc(OC)cc(-c2nnc(SCc3c(F)cccc3Cl)o2)c1,i,6.7,-0.7%,0.4%,-10.5%,-5.4%,-26.1%,nt,nt,0.6%,1.6%
Cc1ccc(S(=O)(=O)N2CCCC(C(=O)N3CCN(c4ccccc4)CC3)C2)cc1 (centres undefined),i,0.6,-3.9%,0.7%,-5.8%,nt,0.8%,-24.7,778,1.8%,-0.3%
CC(=O)Nc1ccc(S(=O)(=O)NNC(=O)COc2cc(C)ccc2C(C)C)cc1,i,0.9,-8.3%,0.0%,11.1%,-7.3%,-4.4%,5.1,739,0.1%,-4.3%
Cn1c(=O)n(C)c2cc(S(=O)(=O)N3CCCc4ccccc43)ccc21,i,0.4,-3.2%,-0.9%,-2.2%,20.3%,16.3%,-1.2,693,1.3%,-0.8%
CNc1nnc(-c2cc3ccccc3oc2=O)s1,i,0.5,-8.0%,0.8%,37.0%,-4.1%,-76.8%,nt,nt,1.4%,-4.4%
O=C(CCn1nc(-c2ccccc2)ccc1=O)N1CCN(c2ccccc2)CC1,i,0.9,4.8%,1.8%,11.4%,nt,-6.4%,2.1,845,0.1%,-6.3%
Cn1ccc(C(=O)N/N=C/c2cccnc2)n1,i,0.0,-11.6%,-4.4%,4.0%,nt,-18.5%,-4.6,822,1.0%,-10.3%
COc1ccc(C2NN=C(c3ccc(C)cc3)S2)cc1OC (centres undefined),i,0.4,-6.2%,4.0%,6.6%,-1.1%,-105.6%,-11.2,748,1.6%,-1.5%
O=C(Nc1c(C(=O)N2CCCCC2)cnn1-c1ccccc1)c1ccccc1F,i,0.3,-4.5%,-0.7%,7.9%,nt,9.6%,5.2,668,0.9%,-2.5%
O=[N+]([O-])c1ccc2[nH]ncc2c1,i,0.1,-9.5%,0.7%,-8.3%,-8.5%,-11.4%,13.2,726,0.7%,-4.2%
Cc1noc(C)c1S(=O)(=O)NC1CCN(Cc2ccccc2)CC1,i,0.8,0.7%,-1.9%,-3.4%,-3.4%,-4.6%,nt,nt,0.1%,-1.6%
CCCCc1cc(=O)oc2cc(OCC(=O)NCc3ccccn3)ccc12,i,0.0,1.6%,-0.1%,8.9%,nt,-5.8%,8.4,741,1.1%,-1.9%
CCN(CC)CCCN1C(=O)C(O)=C(C(C)=O)C1c1cccc(OC)c1 (centres undefined),nt,nt,nt,1.2%,12.3%,-3.5%,-1.6%,0.8,690,0.7%,-4.1%
O=C(NCc1ccccc1)C1=C[C@H](C2CC2)C[C@H](OCCCCO)O1,i,1.3,-0.8%,2.5%,5.9%,-7.2%,8.0%,-1.2,736,-0.6%,-8.8%
O=C1c2ccc3c4c(ccc(c24)C(=O)N1c1cccc(O)c1)C(=O)N(c1cccc(O)c1)C3=O,nt,nt,8.7%,3.8%,7.8%,nt,31.2%,-13.5,638,-1.2%,1.4%
CCS(=O)(=O)c1ccc2oc(Nc3ccccc3Br)nc2c1,i,0.6,-11.1%,-1.0%,0.6%,nt,-52.4%,11.6,770,-0.4%,-13.1%
CCOC(=O)C(CC)Sc1nc(N)c(NC(=O)c2ccc(OC)c(OC)c2)c(=O)[nH]1 (centres undefined),i,1.7,-0.7%,-3.8%,20.8%,-7.1%,14.3%,4.4,625,0.6%,-10.3%
CC1CC(C)CN(c2ccc([N+](=O)[O-])nc2)C1 (centres undefined),i,0.3,-10.8%,5.3%,5.3%,2.5%,-6.3%,0.5,733,-2.3%,-0.8%
COc1ccc(NC(=O)C(CC(C)C)NC(=O)C2CCC(C)CC2)c(OC)c1 (centres undefined),i,0.4,-4.7%,-2.5%,21.3%,-10.1%,10.0%,-1.8,730,-1.8%,-3.4%
O=C(Nn1cnc2ccccc2c1=O)c1c(F)cccc1F,i,0.8,-6.8%,6.3%,12.6%,nt,14.2%,24.3,825,-1.5%,-10.8%

# This is a subset (hit frequency here may not be typical).
